Compound activity: PubChem BioAssay, National Center for Advancing Translational Sciences (NCATS)
GLP1R cytotox – cytotoxicity in counter-screen for GLP-1R inverse agonists; HEK293 cAMP-luciferase reporter cells, luminescence, 24 h; AID 624418; Potency, µM (highest dose often 38.3 µM), inactives show at the highest dose activity change, negative = inhibition, actives largely listed as inhibitors; hit rate 0.13% among 410,000;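 note: loss of luciferase light is scored as toxicity; potency is the fitted concentration of half-maximal effect; % is set by controls: 0 for no effect and ±100 for the full control effect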
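Here, cytotoxicity is scored as loss of luminescence. The MLSMR collection was tested on cells seeded in medium containing 10% Nu serum, with a 24 hr compound exposure preceded by 12 hours of culture.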
KB-3-1 tox – KB-3-1 parental cell cytotoxicity; Potency, µM (doses to about 46.1 µM), without a hit: at the top dose activity change, negative = cytotoxic, usual class: cytotoxic; KB-3-1 viability, CellTiter-Glo ATP luminescence, 72 h; hit rate 1.4% among 400,000; note: potency is the fitted concentration of half-maximal effect; % is set by controls: 0 for no effect and ±100 for the full control effect; nearly all actives have a fitted effect of over 60% in size
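Cytotoxicity measured as CellTiter-Glo luminescence after 72 h at 37 C. Compound titrations were pinned onto drug-naive KB-3-1 parental adenocarcinoma cells grown in DMEM with 10% FBS, and normalized data fitted to concentration-response curves.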
KB-V1 MDR tox – KB-V1 MDR subline cytotoxicity | AID 1347076 | hit rate 3.4% among 400,000 | KB-V1 MDR cells viability, CellTiter-Glo, 72 h | Potency, µM (top dose mostly 46.1 µM), without a hit: top-dose activity change, negative = cytotoxicity, actives largely listed as cytotoxic; note: potency is the fitted concentration of half-maximal effect; % is set by controls: 0 for no effect and ±100 for the full control effect; nearly all actives have a fitted effect of over 60% in size
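KB-V1 MDR subline cells in DMEM (phenol-red free, 10% FBS) exposed to compounds in qHTS concentration series for 72 h at 37 degrees C. Viability read by CellTiter-Glo luminescence; concentration-effect curves fitted after normalization and correction.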
IL-1B inflam inh – blocks inflammasome-driven IL-1 beta release; THP-1 LPS/ATP IL-1B secretion, AlphaLISA, 16 h; hits give low values; activity change, % at 57.5 µM; hit rate 4.7% among 360,000; in the data active = activity change below about -50%; inconclusive = mostly about -30% to -49%; note: % is set by controls: 0 for no effect and ±100 for the full control effect
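Secreted IL-1B measured by AlphaLISA bead assay after 16 h compound exposure of THP-1 cells; compounds (final up to 57.5 uM) added 1 h before LPS (250 ng/mL) and ATP (1.25 mM) stimulation; lower signal means less secretion.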
MCF10A rerep – DNA re-replication induction in MCF 10a cells; hit rate 2.9% among 350,000; Potency, µM (highest dose often 46.1 µM), inactives show top-dose activity, positive = re-replication, usual class: activators; AID 624296; MCF 10A DNA re-replication, Hoechst nuclear intensity, 48 h; note: potency is the fitted concentration of half-maximal effect; % of control where 0% means no effect; nearly all actives have a fitted effect of over 50% in size
DRD3 agonist – D3 dopamine receptor (human) agonism; max activation, %; D3R DiscoveRx beta-arrestin cells, luminescence, 90 min; hit rate 0.58% among 410,000; P35462; in the data active = max activation above about 30%; note: 0% is about no effect; mostly tested at two doses, the higher about 12 µM
Target sequence (P35462 whole entry, looked up): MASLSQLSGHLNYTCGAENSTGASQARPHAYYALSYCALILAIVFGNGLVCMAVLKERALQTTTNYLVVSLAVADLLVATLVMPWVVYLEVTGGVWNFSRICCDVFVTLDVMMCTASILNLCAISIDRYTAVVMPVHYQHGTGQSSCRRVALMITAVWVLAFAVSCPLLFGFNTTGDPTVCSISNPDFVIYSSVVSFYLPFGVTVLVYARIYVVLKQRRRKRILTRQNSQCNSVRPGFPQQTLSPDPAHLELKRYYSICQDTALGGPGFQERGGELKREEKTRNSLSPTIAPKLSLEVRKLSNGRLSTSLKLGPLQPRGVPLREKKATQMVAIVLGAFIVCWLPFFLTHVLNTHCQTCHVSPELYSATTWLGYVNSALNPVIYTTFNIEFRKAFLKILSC
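Cells at 1500/well, incubated overnight, then treated with pinned compounds (dopamine as control) for 90 min at 37 degrees C. DiscoveRx reagent added for 30 - 60 minutes at room temperature; luminescence read.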
HT1080-NT tox – kills 2HG-producing HT-1080-NT fibrosarcoma cells | HT-1080-NT fibrosarcoma viability, CellTiter-Glo ATP luminescence, 48 h | hit rate 1.6% among 360,000 | Potency, µM (doses to about 46.1 µM), without a hit: at the highest dose activity, negative = less viability, most hits filed as cytotoxic;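 note: NT is the 2HG producing partner of a matched IDH1 knockdown line; potency is the fitted concentration of half-maximal effect; 0% = DMSO-treated cells and -100% = media-only wells without cells; nearly all actives have a fitted effect of over 55% in size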
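750 cells/well, RPMI + 5% FBS; 2 h settle, compound pin-transfer, 48 h at 37 degrees C. CellTiter-Glo 10 min RT, luminescence. Normalized to DMSO and media-only wells.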
HT1080 IDH1KD tx – HT-1080 IDH1 knockdown cell toxicity (counter line) | hit rate 2% among 360,000 | Potency, µM (highest dose often 46.1 µM), inactives show top-dose activity, negative = toxicity, usual class: cytotoxic | HT-1080 IDH1 knockdown viability, ATP luminescence, 48 h | AID 686971;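 note: potency is the fitted concentration of half-maximal effect; 0% = DMSO wells and -100% = cell-free medium wells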
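After a 2 h attachment period, IDH1KD HT-1080 cells took pin-transferred compound for 48 h at 37 °C; ATP-based luminescence after 10 min room-temperature reagent incubation reported viability.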
SW480 rerep – inducers of DNA re-replication in SW480 colon cancer cells; SW480 DNA re-replication, Hoechst DNA content imaging, 48 h; Potency, µM (titrated, usually from 46.1 µM), without a hit: top-dose re-replication activation, most hits filed as activators; hit rate 1.8% among 340,000; AID 624297; note: potency is the fitted concentration of half-maximal effect; % of control where 0% means no effect; nearly all actives have a fitted effect of over 55% in size
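Readout is total intensity of Hoechst-stained nuclei, excited at 405 nm and collected at 500-530 nm. Compound treatment lasted 48 hr at 37 C in 5% CO2 before staining.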
The depositor's hits bear a star; ? = inconclusive; . = not tested or not shown; & = joins results of further samples; ! = not confirmed by another sample; [ ] = remark or other dose. Unless noted, calls come from the whole dose curve; as a rule, active = well fitted curve in the direction sought with a large enough effect; inconclusive = small, poorly fitted or top-dose-only effect, or another doubt; inactive = no such curve, though single readings can be large; an effect the other way counts as inactive or inconclusive.

SMILES	GLP1R cytotox	KB-3-1 tox	KB-V1 MDR tox	IL-1B inflam inh	MCF10A rerep	DRD3 agonist	HT1080-NT tox	HT1080 IDH1KD tx	SW480 rerep
CC(C)Cc1nc(C(N)=O)c2[nH]c(=O)n(-c3ccc(F)cc3)c2n1	2.3%	?	7.0%	-2.4	-3.3%	1.8	0.5%	13.5%	-13.5%
COc1ccc(OC)c(S(=O)(=O)NCC(c2ccc(F)cc2)N2CCN(C)CC2)c1 (stereo not given)	-0.4%	6.9%	-3.7%	-8.4	6.2%	-9.1	-19.0%	-1.2%	-56.6%[inhibitor]
CCC(C)Nc1nc(N)c([N+](=O)[O-])c(N2CCCCCC2)n1 (stereo not given)	2.0%	-9.1%	-25.6%	?	-2.3%	-0.4	-2.7%	-10.9%	-1.2%
COc1ccc(S(=O)(=O)N2CCc3ccccc32)cc1C(=O)N(CC(C)C)C1CCS(=O)(=O)C1 (stereo not given)	-4.1%	7.0%	-22.3%	4.6	-1.0%	-27.5	-7.9%	-5.8%	7.0%
CCN(CC)C(=O)Cn1cnc2sc(C(=O)Nc3cc(OC)c(OC)c(OC)c3)c(C)c2c1=O	4.4%	-2.4%	-12.8%	7.9	0.0%	10.7	-1.8%	-1.8%	-1.5%
COc1ccccc1-c1ccc(=O)n(CC(=O)NC(C)(C)C)n1	-18.3%	10.7%	3.4%	7.7	3.5%	6.8	3.7%	10.3%	-10.1%
O=C(NC(=S)Nn1cnc2c(cnn2-c2ccccc2)c1=O)c1ccc(Oc2ccccc2)cc1	-2.4%	11.9%	?	2.6	1.8%	14.5	10.1%	8.6%	7.2%
COC(=O)COc1ccc(C2NC(=O)NC(c3ccccc3)=C2C(C)=O)cc1OC (stereo not given)	67.0%[activator]	2.2%	13.7%	22.2	-4.7%	-1.9	0.5%	-1.8%	-0.7%
COc1ccc(N(CC(=O)Nc2cccnc2)S(=O)(=O)c2ccccc2)cc1OC	-9.5%	-2.7%	-6.1%	7.9	-13.4%	-13.7	-8.3%	0.8%	-17.5%
Cc1ccc(-c2nnn(CCC(=O)Nc3ccc4c(c3)OCO4)n2)cc1	4.7%	3.7%	6.0%	7.1	?	-12.0	?	-2.0%[9.24 µM]	1.1%
COc1cccc(N2CCN(C(=O)C3CCCN(S(=O)(=O)c4ccc5c(c4)oc(=O)n5C)C3)CC2)c1 (stereo not given)	-10.2%&0.4%	11.6µM*!	-7.1%&-24.7%	7.9	0.9%	7.2&16.2	12.2%	-5.1%	-25.6%
Cc1cc(C)c(C)c(OCC(O)CN2CCN(c3ccccn3)CC2)c1 (stereo not given)	-10.6%	-11.3%	-10.5%	14.4	4.1%	62.7*	-18.9%	-20.9%	-4.3%
COc1ccc(NC(=O)c2c(NC(=O)c3ccncc3)sc3c2CCC(C(C)(C)C)C3)cc1 (stereo not given)	21.4%	-12.6%	?	.	.	9.2	.	.	.
COc1ccc(CN(C)CCc2ccccn2)c(OC)c1OC	5.6%	-12.4%	?	-7.0	-2.2%	-6.3	10.9%	1.3%	-2.5%
CC(=O)Oc1ccc2c(=O)oc(-c3ccccc3)nc2c1	-3.2%	10.0%	?	29.2	-1.3%	3.6	-0.6%	-8.9%	-12.1%
Cc1ccc(NC(=O)c2ncn(CCCNCC3CCCO3)n2)cc1C (stereo not given)	0.1%	0.0%	-5.0%	28.8	?	-6.4	-1.0%	-5.3%	-8.6%
CC(C)(C)C1CCC(C(=O)OCC(=O)c2ccc[nH]2)CC1 (stereo not given)	10.1%[1.53 µM]	0.4%	-26.8%	-0.1	?	2.4	1.3%	-4.7%	15.2%
COc1ccc2ncc(OC(C)=O)cc2c1	6.6%	5.2%	-10.2%	12.4	-3.1%	-2.1	15.8%	16.5%	-49.9%[inhibitor]
CCNC(=S)N1CCN(S(=O)(=O)c2ccc(Cl)s2)CC1	-0.8%	-7.1%	-27.9%	-7.8	?	1.9	-5.2%	-2.4%	6.8%
CNC(C)C(=O)NC(C(=O)N1CCCC1C(=O)NC1CCCc2ccccc21)C(C)C (stereo not given)	-13.4%	4.8%	12.1%	6.3	-4.5%	2.7	0.9%	-6.0%	-19.3%

Some of the entries so far, with two lines to a compound:
Under each structure – GLP1R cytotox	KB-3-1 tox	KB-V1 MDR tox	IL-1B inflam inh	MCF10A rerep	DRD3 agonist	HT1080-NT tox	HT1080 IDH1KD tx	SW480 rerep
COc1ccc(NC(=O)c2c(NC(=O)c3ccncc3)sc3c2CCC(C(C)(C)C)C3)cc1 (stereo not given)
→ 21.4%	-12.6%	?	.	.	9.2	.	.	.
COc1ccc(CN(C)CCc2ccccn2)c(OC)c1OC
→ 5.6%	-12.4%	?	-7.0	-2.2%	-6.3	10.9%	1.3%	-2.5%

Continued.
SMILES	GLP1R cytotox	KB-3-1 tox	KB-V1 MDR tox	IL-1B inflam inh	MCF10A rerep	DRD3 agonist	HT1080-NT tox	HT1080 IDH1KD tx	SW480 rerep
CCn1nc(C(=O)Nc2nc(-c3ccccn3)cs2)c2ccccc2c1=O	?	-19.6%	-29.7%	1.3	9.8%	5.4	0.3%	-22.8%	-1.0%
CNS(=O)(=O)c1cccc(C(=O)OCC(=O)/C=C2/N(C)c3ccccc3C2(C)C)c1	-13.7%	0.0%	-2.5%	10.9	?	1.3	-17.7%	-26.5%	3.1%
CCN(C(=O)c1ccc2c(=O)n3c(nc2c1)CCCCC3)c1cc(OC)ccc1OC	-3.1%	2.4%	-10.7%	7.6	1.1%	-11.8	7.2%	10.1%	-3.0%
Cn1nnnc1Sc1ncnc2scc(-c3ccsc3)c12	.	?	-29.5%	.	16.4µM*	.	.	.	?
O=C(COc1ccc(F)cc1)N/N=C/c1cccc2cccnc12	1.9%	-2.8%	-10.9%	164.1	0.9%	-3.2	-29.5%	?	?
CCc1nnc(NC(=O)c2cc3ccccc3oc2=O)s1	3.3%	-14.5%	12.1%	-17.6	?	3.9	6.6%	5.0%	-4.1%
Cc1nn(-c2cccc(C(=O)O)c2)c(C)c1[N+](=O)[O-]	-1.1%	-7.6%	13.3%	-9.0	0.0%	-7.3	11.2%	21.6%	3.1%
CCOC(=O)C(Cc1ccc(NC(C)=O)cc1)N1C(=O)c2ccccc2C1=O (stereo not given)	-8.3%	0.8%	9.9%	0.0	-8.6%	16.0	4.3%	1.7%	2.6%
CCN(C(=O)COC(=O)c1ccc(OC)c(S(=O)(=O)N(C)Cc2ccccc2)c1)C1CCS(=O)(=O)C1 (stereo not given)	4.5%	0.8%	-5.4%	18.4	-0.1%	-2.5	-0.4%	-5.2%	-101.6%[inhibitor]
O=C(CCCOc1ccccc1)NC(=S)Nc1ccccc1	?	9.1%	-7.6%	8.0	2.4%	4.4	-8.4%	-4.0%	11.4%
CC(C)(C)OC(=O)NCCCCCc1nnc(SCC(N)=O)o1	3.1%	7.0%	0.3%	16.5	2.8%	0.4	4.9%	-0.4%	0.6%
COc1ccc(N(CC(=O)NC2CCCC2)C(=O)CCC(=O)Nc2cc(C)on2)cc1OC	8.4%	25.4%	5.2%	15.1	0.6%	4.4	1.6%	9.0%	-6.6%
COc1ccc(-n2ncc(C(=O)NCc3ccccc3)c2C2CCN(C(=O)OC(C)(C)C)CC2)cc1	2.4%	3.3%	6.1%	.	.	7.1	.	.	.
O=C(Nc1ccc(Cl)c(Cl)c1)C1CCN(C(=O)c2ccco2)CC1	-8.4%	?	?	-18.9	11.0%	-12.7	-4.7%	-29.7%	0.0%
Cc1nc2ccc(NC(=O)c3oc4ccc(F)cc4c3C)cc2s1	4.5%	16.6%	11.9%	8.7	-1.2%	5.1	0.2%	1.2%	-7.8%
CCC(=O)N1CCN(c2ccccc2NC(=O)COc2cccc(C)c2)CC1	6.0%	0.3%	0.0%	-15.5	5.1%	-21.4	1.1%	1.3%	19.6%
CN(CC1COCCO1)C(=O)c1cc(COc2c(F)cccc2F)on1 (stereo not given)	6.7%	.	.	0.0	3.7%	-6.9	-6.0%	-11.0%	5.5%
Cn1c(CSc2nc3ccccc3s2)nnc1SCC(=O)NCc1cccnc1	10.4%	17.5%	-1.4%	36.4	15.6%	-0.8	-3.6%	0.2%	-12.2%
Cc1ccc(NC(=S)NC2CCCCC2)cc1S(=O)(=O)N(C)C	-13.4%	-5.0%	2.3%	0.0	0.2%	3.0	1.6%	-16.0%	9.0%[1.84 µM]
Cc1ccc(-c2nnn(CC(=O)N3CCN(c4ccccc4)CC3)n2)o1	-9.8%	11.4%	-10.1%	-9.5	-14.1%	2.1	0.4%	12.9%	1.3%
COc1cccc(-c2cc(C(F)(F)F)n3ncc(S(=O)(=O)c4ccccc4)c3n2)c1	-5.6%	9.3%	-17.6%	-7.2	7.31µM*	11.8	9.5%	6.3%	8.2µM*
O=S(=O)(Nc1nc2ccccc2nc1Cl)c1ccccc1C(F)(F)F	-10.4%	-16.1%	-9.0%	23.7	16.6%	9.8	0.7%	-9.2%	0.2%
O=C(NCc1cccc(Cl)c1)NC(=O)c1csc([N+](=O)[O-])c1	3.7%	10.1%	0.3%	-13.9	0.6%	3.9	-4.2%	1.9%	28.2%
Cc1cccn2c(=O)c3cc(C#N)c(=N)n(CCN4CCOCC4)c3nc12	68.1%[activator]	14.2%	10.9%	-11.7	-20.9%	-3.5	18.3%	-13.4%	-15.0%
N#Cc1ccc(NC(=S)NC(=O)C2CCCCC2)cc1	-29.2%	-1.4%	0.0%	-6.0	14.1%	-5.5	2.0%	4.1%	-7.2%
CC(=O)Nc1ccc(NC(=O)CSc2nnc(-c3ccco3)n2Cc2ccco2)cc1	-11.7%	6.5%	-3.4%	-9.1	-1.3%	2.7	12.1%	-12.7%	-1.5%
CN1CCN(S(=O)(=O)c2ccc(Oc3ccc(F)c(Cl)c3)nc2)CC1	-0.5%	8.9%	?	-16.6	?	3.7	6.2%	1.5%	5.1%
Cc1cccc(NC(=O)Cn2c(=O)oc3ccccc32)c1	-4.1%	7.8%	13.5%	-6.2	13.7%	0.3	6.8%	4.6%	0.4%
